# High-throughput results: PubChem BioAssay, The Scripps Research Institute Molecular Screening Center
# MITF primary = human MITF inhibition, primary screen; O75030; AlphaScreen MITF homodimerization, bead proximity signal; 650,000 compounds, 0.91% hits; inhibition, % at 2.6 µM; in the data active = inhibition above about 50%;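 also: 0% = vehicle wells with protein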
# Target sequence (O75030 whole entry, looked up): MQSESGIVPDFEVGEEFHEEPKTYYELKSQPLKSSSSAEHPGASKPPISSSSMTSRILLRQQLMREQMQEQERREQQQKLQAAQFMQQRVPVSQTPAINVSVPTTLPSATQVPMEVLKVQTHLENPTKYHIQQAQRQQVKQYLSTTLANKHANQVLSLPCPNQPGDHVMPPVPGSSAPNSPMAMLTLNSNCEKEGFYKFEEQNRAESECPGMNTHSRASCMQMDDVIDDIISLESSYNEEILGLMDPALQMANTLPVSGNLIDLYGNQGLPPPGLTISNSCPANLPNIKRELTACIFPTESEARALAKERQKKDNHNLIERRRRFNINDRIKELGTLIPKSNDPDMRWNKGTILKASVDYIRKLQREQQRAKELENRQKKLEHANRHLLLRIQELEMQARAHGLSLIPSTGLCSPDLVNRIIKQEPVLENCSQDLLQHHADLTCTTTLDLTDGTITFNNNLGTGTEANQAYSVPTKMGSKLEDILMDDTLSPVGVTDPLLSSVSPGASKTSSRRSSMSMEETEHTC
# FBW7 activator = activators of human E3 ligase FBW7; normalized activity (activation), % at 26.1 µM; AlphaScreen FBW7–phospho-cyclin E peptide binding, activator screen; Q969H0; 650,000 compounds, 0.13% hits; in the data active = normalized activity above about 1.9%;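 also: purified mutant Fbw7 with reduced substrate affinity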
# TEAD-YAP inh = TEAD-YAP interaction inhibition | HEK-TIYL cells, TEAD-Gal4/YAP UAS-luciferase luminescence | inhibition, % at 9.12 µM | 640,000 compounds, 1.4% hits; in the data active = inhibition above about 32%;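 also: 0% = median of test compound wells and 100% = reference inhibitor wells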
# GPR151 activ = human GPR151 activation; Q8TDV0; PathHunter beta-arrestin GPR151 cells, luminescence; activation, % at 11.2 µM; 650,000 compounds, 1% hits; in the data active = activation above about 4.9%;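 also: 0% = median of compound wells and 100% = cells with positive control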
# Target sequence (Q8TDV0 whole entry, looked up): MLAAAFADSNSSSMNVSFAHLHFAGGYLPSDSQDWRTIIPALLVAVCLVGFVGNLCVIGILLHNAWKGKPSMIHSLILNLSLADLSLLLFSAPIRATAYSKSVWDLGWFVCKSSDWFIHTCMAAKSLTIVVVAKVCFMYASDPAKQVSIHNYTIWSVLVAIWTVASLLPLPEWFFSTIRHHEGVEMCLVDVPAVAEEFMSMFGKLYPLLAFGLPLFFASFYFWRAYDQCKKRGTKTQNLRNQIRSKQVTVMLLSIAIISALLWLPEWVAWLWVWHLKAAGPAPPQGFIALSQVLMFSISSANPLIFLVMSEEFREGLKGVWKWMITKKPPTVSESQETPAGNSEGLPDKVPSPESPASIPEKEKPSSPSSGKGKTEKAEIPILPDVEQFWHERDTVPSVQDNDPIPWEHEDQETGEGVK
# * hit, by the source's call.
(1) NC(=S)Cc1nnc(N2CCOCC2)n1-c1ccccc1
(2) CCCCC(=O)Nc1c(C(=O)Nc2ccc3c(c2)OCCO3)oc2ccccc12
(3) CCN1N=C(c2ccccc2)CCC1=O
(4) Cc1ccc(Sc2cc(C(=O)NC(C)c3ccccc3)c3ccccc3n2)cc1 (stereo not given)
(5) CCN1CCC(CCc2ccc(NC(=O)CCn3nc(C)nc3C)cc2)C(C)C1 (stereo not given)

screen / no. | 1 | 2 | 3 | 4 | 5
FBW7 activator | 0.1 | -0.1 | 0.2 | 0.0 | 0.1
TEAD-YAP inh | -8 | -72 | 3 | 1 | -6
GPR151 activ | -0.4 | -1.8 | -0.2 | 0.8 | -0.2
MITF primary | 12 | -7 | -16 | 17 | -4

(6) COc1ccc(Cl)cc1C(=O)O/N=C(\N)c1ccc([N+](=O)[O-])cc1
(7) CCOc1ccc(C2C(C(=O)OC)=C(C)NC3=C2C(=O)CC(c2ccc(OC)c(OC)c2)C3)cc1 (stereo not given)
(8) COC(=O)CCC(=O)Nc1ccccc1NC(=O)CCC(=O)OC
(9) CC1(c2cc(F)ccc2F)NC(=O)NC1=O (stereo not given)
(10) CC(=O)c1cccc(NC(=O)C(=O)NCC2CCCO2)c1 (stereo not given)

screen / no. | 6 | 7 | 8 | 9 | 10
FBW7 activator | -0.1 | -0.1 | -0.1 | 0.3 | 0.0
TEAD-YAP inh | 11 | -11 | 0 | -2 | -16
GPR151 activ | -0.5 | 0.5 | 5.0* | 0.9 | -1.4
MITF primary | 6 | 0 | 5 | 12 | 6

# Given bar-delimited: 3 of the compounds above.
item | Molecule | FBW7 activator | TEAD-YAP inh | GPR151 activ | MITF primary
1 | NC(=S)Cc1nnc(N2CCOCC2)n1-c1ccccc1 | 0.1 | -8 | -0.4 | 12
2 | CCCCC(=O)Nc1c(C(=O)Nc2ccc3c(c2)OCCO3)oc2ccccc12 | -0.1 | -72 | -1.8 | -7
3 | CCN1N=C(c2ccccc2)CCC1=O | 0.2 | 3 | -0.2 | -16

# (cont.)
(11) COC(=O)C1CC(=O)N(C)C12CCN(Cc1ccc3c(c1)Cc1ccccc1-3)CC2 (stereo not given)
(12) CSCCC1NC(=O)N(CC(=O)Nc2c(C(C)C)cccc2C(C)C)C1=O (stereo not given)
(13) Cc1ccc(C)c(N2CCN(CCCNC(=O)Cn3nc(C)n4cccc4c3=O)CC2)c1
(14) CC(=O)[C@@H]1[C@@H](c2ccccc2I)C(C#N)(C#N)[C@H]2C=Cc3ccccc3N12
(15) O=C(NCCO)Nc1ccc2nsnc2c1

screen / no. | 11 | 12 | 13 | 14 | 15
FBW7 activator | 0.3 | -0.1 | -0.1 | 0.4 | 0.0
TEAD-YAP inh | 3 | -6 | 6 | -2 | 1
GPR151 activ | 1.6 | -1.4 | -0.4 | -1.4 | 1.8
MITF primary | 7 | 5 | 7 | 10 | 6

(16) CCOc1ccc(OCCCOc2ccc([N+](=O)[O-])cc2)cc1
(17) N#CCCCN1C(=O)C(=C(C#N)C#N)c2ccccc21
(18) Cc1noc(C)c1COC(=O)CCc1ccc(S(=O)(=O)N2CCCCC2)cc1
(19) Cc1cc(C)n(S(=O)(=O)c2cc(C)c(Cl)cc2Cl)n1
(20) Cc1ccc(NC(=O)c2cc(S(=O)(=O)N(C)Cc3ccccc3)ccc2F)cc1Cl

screen / no. | 16 | 17 | 18 | 19 | 20
FBW7 activator | -0.2 | -0.2 | 0.1 | -0.1 | 0.3
TEAD-YAP inh | 10 | -4 | 5 | 3 | 9
GPR151 activ | 2.7 | 0.3 | 5.0* | 4.0 | -1.5
MITF primary | 0 | 6 | 6 | 7 | 19

(21) COC(=O)Cn1nc2c(C)cc3cc(OC)ccc3n2c1=O
(22) Cc1ccc(C2C(C#N)=C(N)SC3=C2C(=O)CCC3)o1 (stereo not given)
(23) CC(C)(C)NC(=O)CN(C(=O)c1ccco1)c1ccc(F)cc1
(24) C=CCOC(=O)c1cc(OCC)c(OCC=C)cc1Br
(25) Cc1ccc(C(=O)N/C(=C\c2ccc3c(c2)OCO3)C(=O)NC(C(=O)O)C(C)C)cc1 (stereo not given)

screen / no. | 21 | 22 | 23 | 24 | 25
FBW7 activator | -0.1 | 0.1 | 0.0 | 0.2 | 0.1
TEAD-YAP inh | -4 | -1 | 4 | 5 | -6
GPR151 activ | -0.5 | -0.6 | 2.6 | 3.3 | -0.6
MITF primary | -3 | 12 | 18 | -1 | -2

(26) COc1cc(OC)cc(C(=O)N2CCC(c3nc4ccc(C)cc4[nH]3)CC2)c1
(27) Cc1cc(=O)[nH]c(NN=C(CC(C)C)CC(C)C)n1
(28) O=C1CCCN1CCCNc1nc(Cl)nc2c1ncn2-c1ccsc1
(29) COC(=O)N(C)c1ccccc1C(=O)N1CCOCC1
(30) CC1C2(C)OC(=N)C(C#N)(C(c3ccncc3)O2)C1(C#N)C#N (stereo not given)

screen / no. | 26 | 27 | 28 | 29 | 30
FBW7 activator | 0.0 | -0.1 | 0.6 | 0.6 | 0.2
TEAD-YAP inh | -8 | -1 | 5 | 0 | -1
GPR151 activ | -2.2 | -0.3 | 0.6 | -1.3 | 0.2
MITF primary | -8 | 2 | -1 | 11 | -8

(31) COCCSc1nnc(NC(=O)COc2ccc(Cl)cc2Cl)s1
(32) COC(=O)C1=C(N)OC2=C(C(=O)CCC2)C1c1ccc(Br)cc1 (stereo not given)
(33) O=[N+]([O-])c1ccc(N=Nc2ccc(N3CCOCC3)cc2)cc1
(34) COc1ccc(C2Nn3c(C)nnc3SC2C(=O)N2CCCC2)cc1 (stereo not given)
(35) O=C(CCC1CCCN(C(=O)c2ccsc2)C1)NCc1ccc(F)c(F)c1 (stereo not given)

screen / no. | 31 | 32 | 33 | 34 | 35
FBW7 activator | -0.1 | 0.0 | -0.1 | -0.1 | -0.1
TEAD-YAP inh | 10 | 3 | -7 | -10 | -5
GPR151 activ | 0.2 | -0.9 | -1.1 | -0.5 | 0.0
MITF primary | 2 | 1 | -5 | -5 | -10

(36) O=C(Cn1nnc(-c2ccccc2NC(=O)c2cccc(F)c2)n1)Nc1ccccc1
(37) Cc1c(F)cccc1NC(=O)C1CC=CCC1C(=O)O (stereo not given)
(38) C=CCN(CC=C)Cc1nc(N)nc(Nc2ccccc2C)n1
(39) O=C(NCCc1ccc(O)cc1)c1ccc2nc(N3CCN(Cc4ccc5c(c4)OCO5)CC3)sc2c1
(40) Cc1c(Cl)c(C)c(C2=NON3N(C(=O)c4ccccc4)c4ccccc4N23)c(C)c1Cl

screen / no. | 36 | 37 | 38 | 39 | 40
FBW7 activator | 0.1 | 0.1 | -0.3 | -0.2 | 0.6
TEAD-YAP inh | 2 | -10 | 5 | 23 | 5
GPR151 activ | -1.0 | 0.9 | 0.4 | -0.7 | 2.3
MITF primary | 9 | 12 | 12 | 5 | 9

(41) O=C(Cn1cnc2ccccc2c1=O)NCCC(=O)N1CCCC1
(42) O=C(CN1C(=O)c2cccc3cccc1c23)Nc1ccc(OC(F)(F)F)cc1
(43) CCOc1ccc(NS(=O)(=O)c2ccc(NC(=O)Nc3ccccc3)cc2)cc1
(44) CC(=O)c1ccc(NC(=O)CSc2ncn[nH]2)cc1
(45) Cc1ccccc1C(=O)Nc1ccnn1C1CCN(C(=O)NC(C)(C)C)CC1

screen / no. | 41 | 42 | 43 | 44 | 45
FBW7 activator | 0.0 | 0.0 | 0.2 | 0.0 | 0.1
TEAD-YAP inh | 3 | 8 | 2 | -1 | 3
GPR151 activ | -0.7 | 1.3 | -0.8 | -1.9 | -0.2
MITF primary | 8 | -9 | 13 | 4 | -4

(46) NC(=O)CP(=O)(c1ccccc1)c1ccccc1
(47) COc1ccc(C2/C(=C(/O)c3ccccc3)C(=O)C(=O)N2c2cccc(Cl)c2)cc1OC (stereo not given)
(48) CC(C)NC(=O)c1cnc2ccccn12
(49) Cc1cc(C(=O)CN2CCOCC2)c(C)n1-c1ccc(F)cc1
(50) CCOc1cc(C(=O)Nc2nn3c(-c4ccco4)nnc3s2)cc(OCC)c1OCC

screen / no. | 46 | 47 | 48 | 49 | 50
FBW7 activator | 0.2 | 0.1 | 0.3 | 0.1 | 0.3
TEAD-YAP inh | -8 | 3 | -8 | -9 | 10
GPR151 activ | -0.9 | -0.6 | 1.3 | -0.1 | 1.2
MITF primary | 9 | 7 | 1 | 8 | 9

(51) CC(c1nccs1)N(C)c1nc2nonc2nc1NC1CCCC1 (stereo not given)
(52) CCOc1ccc(NC(=O)CCN2CCN(S(=O)(=O)c3ccc(Br)cc3)CC2)cc1
(53) O=C(CN1CCSCC1)N/N=C/c1ccc(Cl)cc1
(54) CSc1cccc(NC(=O)C2CCN(C(=O)Cc3ccccc3)CC2)c1
(55) O=C(C1CCCN(Cc2cccc([N+](=O)[O-])c2)C1)N1CCc2ccccc2C1 (stereo not given)

screen / no. | 51 | 52 | 53 | 54 | 55
FBW7 activator | 0.2 | 0.0 | -0.1 | -0.2 | -0.4
TEAD-YAP inh | -6 | -4 | -5 | -1 | 8
GPR151 activ | 0.8 | 1.2 | -0.9 | 1.0 | -0.1
MITF primary | 18 | 0 | 17 | -4 | 51*

(56) O=C1N(CN2CCN(Cc3ccccc3)CC2)c2ccccc2C12OCCO2
(57) CCOC(=O)C1CCCN(c2c(NCCC3=CCCCC3)c(=O)c2=O)C1 (stereo not given)
(58) Cc1[nH]c2ccccc2c1CCNC(=O)CCCNS(=O)(=O)c1ccccc1
(59) COc1cccc(OC)c1CNC(=O)CNC(=O)OC(C)(C)C
(60) CC1CN(c2cc(N3CCOCC3)c(F)cc2[N+](=O)[O-])CCN1C(=O)c1ccco1 (stereo not given)

screen / no. | 56 | 57 | 58 | 59 | 60
FBW7 activator | 0.0 | 0.0 | 0.1 | 0.0 | -0.1
TEAD-YAP inh | 13 | -4 | -5 | -2 | -22
GPR151 activ | 0.3 | -0.7 | -0.1 | -0.2 | 1.5
MITF primary | 6 | 5 | 4 | 12 | 9

(61) C/C(=N\O)c1sc(-c2ccccc2)nc1C
(62) O=C(c1ccc(Cl)cc1)c1conc1C(=O)c1cccs1
(63) Cc1cc(C)c2nc(NC(=O)C(C)C)sc2c1
(64) COc1ccc(N2C(=O)CC(Sc3nc4ccccc4s3)C2=O)cc1 (stereo not given)
(65) O=C(c1cccc2ccccc12)N1CCN2C(=O)[C@@H]3CSCN3C(=O)[C@H]2C1

screen / no. | 61 | 62 | 63 | 64 | 65
FBW7 activator | 0.1 | -0.1 | 0.1 | -0.1 | 0.1
TEAD-YAP inh | -68 | 8 | -73 | -5 | 4
GPR151 activ | -6.7 | -0.6 | 0.3 | 0.8 | -0.3
MITF primary | -14 | 8 | 3 | 5 | 19

(66) CN1CCC(NCc2ccccc2Br)CC1
(67) COc1cc(CNc2nccn3c(-c4cccc(NC(C)=O)c4)cnc23)cc(OC)c1OC
(68) CCCCCOC1OC(COC(C)=O)C(OC(C)=O)C(OC(C)=O)C1NC(C)=O (stereo not given)
(69) Cc1cccc(CSCc2nnc(N)s2)c1
(70) CCN(CC)S(=O)(=O)c1cc(C)c(C)cc1Br

screen / no. | 66 | 67 | 68 | 69 | 70
FBW7 activator | 0.9 | 0.2 | -0.1 | 0.0 | 0.0
TEAD-YAP inh | -6 | 2 | 6 | -16 | -5
GPR151 activ | -0.4 | 2.3 | 1.2 | -0.3 | -0.2
MITF primary | -9 | -3 | -8 | 4 | -7

# Looked up by structure from the list above, two records:
(62) O=C(c1ccc(Cl)cc1)c1conc1C(=O)c1cccs1
(27) Cc1cc(=O)[nH]c(NN=C(CC(C)C)CC(C)C)n1

screen / no. | 62 | 27
FBW7 activator | -0.1 | -0.1
TEAD-YAP inh | 8 | -1
GPR151 activ | -0.6 | -0.3
MITF primary | 8 | 2

# More records
(71) COc1ccc(OC)c(NC(=O)c2c(-c3ccccc3Cl)noc2C)c1
(72) Cn1cc(CCC(=O)N2CCCC(CNS(=O)(=O)c3cccs3)C2)cn1 (stereo not given)
(73) Cc1nc(-c2cncc(Br)c2)cc(N2CCc3ccccc3C2)n1
(74) Cc1cc(OCC(=O)O)cc2oc(=O)cc(C)c12
(75) c1ccc(Cc2nc(NCc3cccs3)c3c4c(sc3n2)CCCC4)cc1

screen / no. | 71 | 72 | 73 | 74 | 75
FBW7 activator | 0.0 | 0.0 | 0.0 | 0.1 | -0.1
TEAD-YAP inh | -3 | -8 | -38 | 9 | -26
GPR151 activ | -0.3 | -0.8 | 1.1 | -0.4 | 3.1
MITF primary | -2 | -10 | -12 | -2 | -2

(76) COC(=O)c1ccccc1NC(=O)CN(c1cc(OC)ccc1OC)S(C)(=O)=O
(77) COCC(=O)n1nc(-c2ccccc2)nc1NCc1ccccc1Cl
(78) CCc1nn(CC(=O)NCc2ccccc2C)c(=O)c2cc3sc(C)cc3n12
(79) O=C(NCc1ccccc1Cl)c1ccc2c(c1)NC(=O)c1ccccc1S2(=O)=O
(80) CCOCc1cc(C2NC(=S)NC(C)=C2C(=O)OCC)ccc1OC (stereo not given)

screen / no. | 76 | 77 | 78 | 79 | 80
FBW7 activator | -0.1 | 0.0 | -0.1 | 0.0 | -0.3
TEAD-YAP inh | -7 | -12 | -10 | -7 | -3
GPR151 activ | 5.6* | 0.5 | 0.3 | 2.7 | 0.8
MITF primary | -6 | -5 | 2 | -137 | -2

# Complete entries from above:
# COCC(=O)n1nc(-c2ccccc2)nc1NCc1ccccc1Cl as listed: FBW7 activator: 0.0; TEAD-YAP inh: -12; GPR151 activ: 0.5; MITF primary: -5
# COC(=O)c1ccccc1NC(=O)CN(c1cc(OC)ccc1OC)S(C)(=O)=O as listed: FBW7 activator: -0.1; TEAD-YAP inh: -7; GPR151 activ: 5.6*; MITF primary: -6
# CCc1nn(CC(=O)NCc2ccccc2C)c(=O)c2cc3sc(C)cc3n12 as listed: FBW7 activator: -0.1; TEAD-YAP inh: -10; GPR151 activ: 0.3; MITF primary: 2
